# Screens: PubChem BioAssay, The Scripps Research Institute Molecular Screening Center
# CHO-K1 Ca ag = M1 agonist counterscreen hit in parental CHO-K1 cells; AID 602248; activation, % at 3 µM; Fluo-8 calcium fluorescence; scaled to maximal ATP response, vehicle zero; 360,000 compounds, 0.48% hits; in the data active = activation above about 15%;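 also: untransfected CHO-K1 host cells lacking M1 receptor as counterscreen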
# TAAR1 antagonist = human TAAR1 antagonism. CHO RD-HGA16 TAAR1, Fluo-8 calcium fluorescence, antagonist. inhibition, % at 3 µM. 360,000 compounds, 1.5% hits. Q96RJ0. AID 624466;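 active = inhibition above a per-plate cutoff, the mean inhibition of test compounds on that plate plus 3 SD, cut at about 49% in these data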;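 also: 0% = DMSO plus EC80 beta-PEA response and 100% = DMSO alone without agonist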
# Target sequence (Q96RJ0 whole entry, looked up): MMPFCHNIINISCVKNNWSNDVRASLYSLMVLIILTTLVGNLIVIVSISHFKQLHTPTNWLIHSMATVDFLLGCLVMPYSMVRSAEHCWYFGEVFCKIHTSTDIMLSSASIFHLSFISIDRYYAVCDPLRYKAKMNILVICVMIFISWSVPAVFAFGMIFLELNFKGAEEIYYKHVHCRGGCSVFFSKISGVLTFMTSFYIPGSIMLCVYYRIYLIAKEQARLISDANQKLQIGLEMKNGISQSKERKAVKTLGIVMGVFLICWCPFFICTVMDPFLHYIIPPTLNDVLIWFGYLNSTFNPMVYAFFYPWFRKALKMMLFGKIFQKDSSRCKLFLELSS
#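 Test system: CHO RD-HGA16 cells bearing hTAAR1 | Reagent: β-PEA, EC80 | Compound dosing: 3 µM, single point | Schedule: Dye loading 75 min at 37 °C, then 30 min room temperature | Signal: Calcium fluorescence with Fluo-8 | Evaluation: Percent inhibition of PEA-evoked calcium signal, max/basal emission ratio | Control set: DMSO-only wells and EC80 β-PEA-stimulated wells | Repeats: Singlicate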
# M1 PAM parental = nonselective activator or artifact in parental CHO-K1 calcium assay; activation, % at 3 µM; AID 602247; 360,000 compounds, 0.02% hits; ATP EC20, Fluo-8 calcium fluorescence; 0% at ATP EC20, 100% at ATP max;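 active = activation above the run cutoff, the mean activation of all test compounds plus 3 SD, cut at about 40% in these data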;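 also: peak over basal fluorescence ratio in a 140 s read after ATP addition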
# M1 PAM = potentiates human M1 receptor response to acetylcholine; P11229; CHO-K1 hM1, Fluo-8 calcium fluorescence, ACh EC20; 0% = ACh EC20, 100% = maximal ACh; activation, % at 3 µM; 360,000 compounds, 0.088% hits; AID 588819; in the data active = activation above about 19%, passing the limit was not always enough
# Target sequence (P11229 whole entry, looked up): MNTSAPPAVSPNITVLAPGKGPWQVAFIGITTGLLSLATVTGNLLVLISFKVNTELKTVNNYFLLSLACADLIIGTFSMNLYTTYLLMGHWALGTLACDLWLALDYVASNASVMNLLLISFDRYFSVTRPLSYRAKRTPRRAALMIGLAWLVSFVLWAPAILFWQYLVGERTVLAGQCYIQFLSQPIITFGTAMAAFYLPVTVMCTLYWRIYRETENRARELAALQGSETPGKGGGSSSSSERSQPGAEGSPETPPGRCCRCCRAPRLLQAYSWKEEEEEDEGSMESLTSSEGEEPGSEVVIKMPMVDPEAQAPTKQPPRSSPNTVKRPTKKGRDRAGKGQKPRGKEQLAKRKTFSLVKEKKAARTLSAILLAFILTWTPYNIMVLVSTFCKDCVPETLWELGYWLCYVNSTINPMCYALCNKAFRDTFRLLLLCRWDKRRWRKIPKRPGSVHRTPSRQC
# CHRM1 antagonist = human CHRM1 antagonism. 360,000 compounds, 1.3% hits. CHO-K1 hM1, Fluo-8 calcium fluorescence, ACh EC80 antagonist. P11229. inhibition, % at 3 µM;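 active = percent inhibition above its own plate's cutoff, namely the mean of that plate's compound wells plus 3 SD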;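 also: peak over basal fluorescence ratio during 140 s after agonist addition; 0% = ACh EC80 plus DMSO and 100% = DMSO alone without agonist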
# CHRM1 agonist = agonists of human M1 muscarinic receptor; activation, % at 3 µM; 360,000 compounds, 0.33% hits; P11229; CHO-K1 hM1, Fluo-8 calcium fluorescence, agonist mode; 0% DMSO, 100% acetylcholine EC100; AID 588814;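 active = activation above the run's mean compound activation plus 3 SD, cut at about 16% in these data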;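 also: peak over basal fluorescence ratio within a 140 s kinetic read after compound addition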
# CHO parental Ca = signal in parental CHO cells, OX1R antagonist counter-screen. inhibition, % at 5.6 µM. parental CHO-K1, ATP-induced calcium, Fluo-8 fluorescence. 330,000 compounds, 0.63% hits;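 active = inhibition above that plate's mean sample inhibition plus 3 SD, cut at about 26% in these data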;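 also: 0% = ATP-challenged DMSO wells and 100% = DMSO wells without ATP; some compounds past the cut are filed as inactive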
#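 Test system: untransfected parental CHO cell line; also added: ATP stimulus; dosing: 5.6 µM, single dose; signal: calcium-sensitive Fluo-8 fluorescence; measure: percent inhibition of ATP-evoked calcium rise, normalized to controls; benchmarks: low control ATP plus DMSO, high control DMSO only; replication: one well per compound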
# CHO-K1 Ca antag = nonselective inhibitor or artifact in parental CHO-K1 cells; ATP-induced calcium, Fluo-8 fluorescence; inhibition, % at 3 µM; 360,000 compounds, 0.6% hits; AID 602250;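 active = inhibition above a per-plate cutoff, the plate's mean sample inhibition plus 3 SD, cut at about 24% in these data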;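 also: 0% = DMSO plus EC80 ATP and 100% = DMSO alone without ATP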
# TAAR1 ag = human TAAR1 agonism; Q96RJ0; CHO RD-HGA16 TAAR1, Fluo-8 calcium fluorescence; vehicle wells 0%, saturating PEA agonist 100%; activation, % at 3 µM; 360,000 compounds, 0.99% hits;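 active = activation above the mean activation of all test compounds in the run plus 3 SD, cut at about 38% in these data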
#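 Assay system: CHO-derived RD-HGA16 cells with stable Gα16 and human TAAR1; timing: 17-24 h seeding, 75 min 37 °C dye, 30 min RT; read-out: % activation from peak over basal fluorescence ratio, DMSO-to-PEA scaled; measured by: kinetic Fluo-8 calcium fluorescence; benchmarks: low control DMSO, high control PEA (EC100); doses: 3 µM single concentration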
# Starred values were filed as active, the others as inactive; . = not tested or not shown. Rows are unselected; about 4.4% have a hit in one of these screens.
SMILES,CHO-K1 Ca ag,TAAR1 antagonist,M1 PAM parental,M1 PAM,CHRM1 antagonist,CHRM1 agonist,CHO parental Ca,CHO-K1 Ca antag,TAAR1 ag
COc1ccc(NC(=S)N/N=C2\CC(C)(C)Oc3ccc(OC)cc32)cc1,-0.3,24,3,3,-3,-5,-15,13,-1
Cc1cc(OCC(=O)Nc2ccccc2C(N)=O)c2c(C)cc(=O)oc2c1,-0.3,4,2,5,-5,-3,-20,1,1
CC(=O)c1ccccc1OCCCCN1CCCCC1,2.2,3,25,-26,59*,-9,-2,-13,4
COc1cc(/C=C/C(=O)OCC(=O)N2CC3(C)CC2CC(C)(C)C3)ccc1O (stereo not drawn),1.8,10,15,5,-7,-6,-19,-3,1
CCCOc1nnnn1-c1ccccc1,0.9,0,21,6,-10,-3,3,-20,2
CCC(=O)Nc1ccc(Cl)c(NC(=S)NC(=O)c2cc3ccccc3o2)c1,0.8,-9,18,0,8,-3,-15,-4,2
Cn1cnc2c(N3CCCCC3)nccc21,1.4,-7,19,3,-9,-5,-7,-12,12
Cc1ccc(Cn2cc(C(=O)c3ccc(F)cc3)c(=O)c3cc4c(cc32)OCCO4)cc1,0.0,-20,6,4,-3,1,-15,-13,4
CC(=O)Nc1ccc(C(=O)NNC(=O)Cc2ccccc2)cc1,0.8,9,10,13,-9,-5,-3,6,0
COc1ccc(S(=O)(=O)Nc2ccc3c(c2)[C@H]2C[C@H](CC(=O)NCC4CC4)O[C@@H](CO)[C@H]2O3)cc1,0.5,13,11,-3,-5,-2,.,-16,2
O=S(=O)(NCc1ccccc1)c1ccc(S(=O)(=O)N2CCCC2)cc1,2.0,19,23,5,-12,-12,11,-13,6
O=C(Nc1ccc2c(c1)OCO2)N1CCCC1,3.4,15,22,1,4,-6,1,1,2
CNC(=O)c1sc(Nc2cc(C)ccc2C)nc1C,2.1,9,11,-9,9,-8,-3,-2,0
O=C(NC1CCS(=O)(=O)C1)c1cccs1 (stereo not drawn),0.9,-5,4,7,-4,1,8,-10,-2
CCOc1ccc2nc(N/C(N)=N/C(=S)Nc3cccc(C)c3)nc(C)c2c1,-0.1,14,-5,-3,1,-4,-24,-11,6
COc1ccc(CC(=O)N(CCC2=CCCCC2)c2c(N)n(Cc3ccccc3)c(=O)[nH]c2=O)cc1,0.6,-7,-5,14,0,9,.,1,13
CCN1CCC(NC(=O)Nc2cc(Cl)ccc2OC)CC1,-0.3,-15,-7,12,-1,-1,0,9,5
CCn1cnc2cc(NCc3ccc(C)cc3)ccc21,2.4,-14,-4,-13,7,-12,-18,-12,2
O=c1cc(CN2CCOCC2)nc(C2CC2)[nH]1,0.2,5,15,2,-2,-2,2,6,10
OCC1OC(Oc2cccc3ccccc23)C(O)C(O)C1O (stereo not drawn),1.0,-15,10,8,-16,-5,13,1,1
CC1(C)CC(=O)C=C(c2ccc3c(c2)OCO3)C1,-0.8,8,-2,6,-16,-14,7,1,14
Cc1ccc(-n2c(SCCN)nnc2-c2cccc(C)c2)cc1,2.3,-29,19,8,-32,-4,-28,-12,5
CCOc1ccccc1NC(=O)Cn1nc(-c2ccco2)ccc1=O,1.0,2,-1,3,-4,-3,-14,5,1
CCOc1ccc(NC(=O)Cn2cc(C(=O)CC)c3ccccc32)cc1,0.4,.,-4,-3,-3,-3,3,-2,.
COc1cccc(OC)c1C(=O)Nc1ccc(S(=O)(=O)Nc2ncccn2)cc1,0.6,-3,-29,4,-3,-1,-8,11,1
C[C@@H]1CN([C@@H](C)CO)C(=O)c2cccc(NC(=O)Nc3ccccc3)c2O[C@H]1CN(C)C(=O)Nc1cccc2ccccc12,1.4,30,6,-3,5,-7,-17,-3,5
COc1cccc(CN(C)Cc2c(O)ccc3ccccc23)c1,0.2,-11,-4,14,-7,-2,-21,12,3
O=C(COc1cc(Cl)c(Cl)cc1Cl)Nc1cccc(O)c1,4.5,13,-12,3,4,-2,3,-8,1
CCn1cnc2cc(NS(=O)(=O)c3ccc(C)cc3)ccc21,3.4,14,10,-4,19,-4,-8,1,1
Cn1c(=O)c2c(ncn2CC(=O)N2CCN(S(=O)(=O)c3ccc(Cl)cc3)CC2)n(C)c1=O,0.2,7,-15,-3,11,-4,11,1,0
COC(=O)c1sccc1NC(=O)COc1ccc(Cl)cc1Cl,0.4,-16,8,7,-8,-7,-4,-3,1
COc1ccccc1N1CCN(Cc2cc(OC)c3c(c2)OCO3)CC1,-0.5,-12,1,-3,0,-11,0,-4,5
COc1ccc(CNc2ccccc2SC)cc1OC,6.9,-4,19,0,-1,-5,-14,-2,14
Cc1ccc(S(=O)(=O)N2CCC(C(=O)OCCOc3ccccc3)CC2)cc1C,1.4,41,-4,-16,19*,-3,-5,6,1
Cc1c(C(=O)NC2CCCc3ccccc32)oc2ccc(S(=O)(=O)N3CCCC3)cc12 (stereo not drawn),0.3,-14,8,2,-19,-3,-14,-24,-4
CCN(CC)c1ccc2cc(-c3nc4ccccc4[nH]3)c(=O)oc2c1,80*,.,-14,-38,69*,279*,80*,8,.
COc1cc(OC)cc(C(=O)NCC(=O)OCC(=O)N2CC(C)CC(C)C2)c1 (stereo not drawn),3.9,23,21,5,-5,-3,-10,-16,1
Cc1noc(C)c1NC(=O)Nc1ccc2c(c1)C(=O)N([C@H](C)CO)C[C@H](C)[C@@H](CN(C)S(C)(=O)=O)O2,-0.6,-1,3,1,-3,-3,1,-1,1
O=C(Nc1ncc(Cc2cccc(C(F)(F)F)c2)s1)c1ccc(-c2cccc([N+](=O)[O-])c2)o1,0.8,-7,23,6,-6,-6,-20,-11,0
Cc1oc(-c2ccc(Cl)cc2)nc1CN1CCC(C(=O)NCCCN2CCCC(C)C2)CC1 (stereo not drawn),-0.4,-5,7,-2,2,-5,5,-4,-1
CC(=O)c1c(C)[nH]c(C(=O)OCC(=O)Nc2ccc(C)cc2[N+](=O)[O-])c1C,9.4,24,11,-2,6,3,45*,7,12
CCN(CC(=O)Nc1ccc(NC(C)=O)cc1)C(=O)Cc1c(Cl)cccc1Cl,1.6,-19,16,14,-19,-2,-14,-7,1
O=C(Nc1cccc(F)c1)N1CC=C(c2ccc(Cl)cc2)CC1,1.8,29,1,-10,-2,-4,6,-1,13
C/C(=N\NC(=O)c1c(Br)c(C)nn1C)c1ccc(NC(=O)c2ccoc2C)cc1,0.4,40,11,10,-6,-6,6,-4,7
CC1(c2ccccc2)NC(=O)N(CC(=O)Nc2cc(Cl)ccc2N2CCOCC2)C1=O (stereo not drawn),6.2,3,11,7,-9,2,-13,6,19
COc1ccccc1/C=C/C=N/N1CCN(c2ccccn2)CC1,0.3,18,1,-3,-4,-6,-12,-9,10
Cn1cccc1C(=O)NC(=O)COC(=O)CNS(=O)(=O)c1ccc(Br)cc1,0.7,40,15,5,-8,-3,2,-2,10
Fc1cccc(CSc2ccc3nnc(-c4cccnc4)n3n2)c1,2.7,1,2,7,-9,-4,-19,-11,3
COc1cccc(NC(=O)c2cc(-c3ccc(OC)cc3OC)nc3ccccc23)c1,2.6,53*,6,-10,20,-5,-6,2,10
CC(C)[C@H](NC(=O)c1ccccc1Cl)C(=O)OCC(=O)Nc1ccc(S(=O)(=O)N2CCOCC2)cc1,1.6,9,21,12,-20,-2,-6,-15,3
CCOc1ccc(N(CC(=O)Nc2ccc(OC)cc2OC)S(=O)(=O)c2c(C)[nH]c(=O)[nH]c2=O)cc1,0.1,-10,12,13,-11,-1,-3,-10,5
O=S(=O)(Nc1ccc(Cl)cn1)c1ccccc1,-0.3,4,14,11,-4,-4,0,0,3
COc1cccc(SCc2noc(C(=O)NC(C)C)c2C(=O)O)c1,0.4,1,-4,0,9,-4,-4,-12,14
COc1cccc(CN(C)CC(=O)Nc2ccccc2C(C)C)c1,0.0,-45,10,1,2,-4,-27,-10,-1
COc1c(F)c(F)c(C(=O)Nc2ccc3oc(-c4ccncc4)nc3c2)c(F)c1F,0.7,3,2,0,-4,-5,-15,1,3
Cc1cc(C)c(C)c(S(=O)(=O)N2CCN(C(=O)c3cc(S(=O)(=O)N4CCOCC4)ccc3F)CC2)c1C,1.9,26,15,6,-6,-3,-2,-13,12
O=C(COC(=O)c1cnc(Cl)c(Cl)c1)NCc1cccs1,4.0,-13,9,-3,3,-3,-13,-9,2
O=c1[nH]cnc2scc(-c3ccccc3)c12,0.3,5,11,14,-13,-1,-10,-6,10
N#C/C(=C\c1ccc(OCc2cccc(C(=O)O)c2)cc1)C(=O)NCc1ccco1,-0.2,2,4,5,-9,-1,4,-3,4
O=C1CC2(CCN(S(=O)(=O)c3ccccc3F)CC2)Oc2ccccc21,2.2,5,14,5,-10,-2,-15,-11,6
# Additional entries.
SMILES,CHO-K1 Ca ag,TAAR1 antagonist,M1 PAM parental,M1 PAM,CHRM1 antagonist,CHRM1 agonist,CHO parental Ca,CHO-K1 Ca antag,TAAR1 ag
COC(=O)c1ccc(NC(=O)C(=O)N2CCN(C(=S)NCCc3ccccc3)CC2)cc1,0.5,-14,5,1,3,2,-8,13,4
O=C(Nc1cccc(Cl)c1)c1ccc2ncsc2c1,3.4,-3,0,4,-9,-3,-11,-12,5
CCc1ccc(NC(=O)c2cnc3scc(C)n3c2=O)cc1,-0.2,5,3,4,-4,-3,-3,14,-1
Nc1nnc2cc(Cl)ccc2n1,0.4,-6,-5,28*,-16,8,.,-22,4
COc1ccc(NC(=O)COC(=O)CO/N=C(\C)c2ccc3c(c2)OCO3)cc1S(N)(=O)=O,-0.2,-3,11,1,1,-4,-8,-8,5
COc1ccc2nc(NC(=O)C34CC5CC(CC(NC(C)=O)(C5)C3)C4)sc2c1,0.3,-7,-3,19,3,1,-10,3,2
O=C(NNC1CC(=O)N(c2ccc3c(c2)OCCO3)C1=O)c1ccc(Cl)cc1 (stereo not drawn),2.0,-15,23,10,-7,-4,-1,-18,11
CCOC(=O)C1=C(Nc2ccc(OC)cc2)OCC1=O,0.4,1,10,3,-3,-2,-3,-8,1
CC(Sc1ccc(Cl)cc1)C(=O)Nc1ccccc1-c1ccccc1 (stereo not drawn),-0.3,37,-3,-6,4,-4,9,2,2
Cc1ccc2nsnc2c1S(=O)(=O)NC1CC1,1.0,-6,14,8,-9,-5,2,-4,6

# Results in CHO parental Ca (two entries from above):
SMILES	CHO parental Ca
Cc1ccc2nsnc2c1S(=O)(=O)NC1CC1	2
CCc1ccc(NC(=O)c2cnc3scc(C)n3c2=O)cc1	-3
